# High-throughput results: PubChem BioAssay, Broad Institute
# SIRT5 block: blocks human SIRT5 desuccinylation of peptide; Q9NXA8; Purified SirT5, succinyl-peptide AMC, trypsin-coupled fluorescence; inhibition, % at 15 µM; hit rate 1.1% among 330,000; in the data active = inhibition above about 15%; inconclusive = no clear call, values can overlap the other calls
# Target sequence (Q9NXA8 whole entry, looked up): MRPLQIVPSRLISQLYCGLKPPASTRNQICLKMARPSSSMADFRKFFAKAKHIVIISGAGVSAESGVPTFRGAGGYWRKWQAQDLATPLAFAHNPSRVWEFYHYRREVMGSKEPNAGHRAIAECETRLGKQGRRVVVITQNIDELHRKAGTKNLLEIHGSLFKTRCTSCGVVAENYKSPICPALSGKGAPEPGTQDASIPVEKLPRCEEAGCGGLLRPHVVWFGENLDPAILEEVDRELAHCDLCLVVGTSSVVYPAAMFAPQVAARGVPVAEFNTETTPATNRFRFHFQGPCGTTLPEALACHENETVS
# S100A4 inh HTS: inhibitors of human S100A4 binding to myosin IIA peptide; P26447; S100A4/TAMRA-MyoIIA peptide fluorescence polarization; inhibition, % at 10.7 µM; hit rate 0.14% among 360,000; AID 652163;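 active = mean inhibition of at least 70% across replicates, with every replicate also reaching that level; inconclusive = mean inhibition reaches 70% but some replicates fall short; inactive = mean inhibition below 70%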
# Target sequence (P26447 whole entry, looked up): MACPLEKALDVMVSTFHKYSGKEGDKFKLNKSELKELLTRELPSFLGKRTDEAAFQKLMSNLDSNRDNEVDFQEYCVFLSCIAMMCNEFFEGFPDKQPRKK
#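 Test system: S100A4 monomer protein; Medium: HEPES pH 7.2 with CaCl2, KCl, NaCl, DTT, Triton; Probe or stimulus: TAMRA-labelled myosin IIA heavy-chain peptide probe, 5 nM; Doses: one dose per compound; Times: polarization read 5 min after assay mix addition, stable 5–60 min; Benchmarks: neutral control DMSO, positive control TFP.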
# PglD DTNB: blocks C. jejuni PglD acetyltransferase activity | inhibition, % at 12.5 µM | hit rate 0.098% among 360,000 | purified PglD enzyme, DTNB colorimetric CoA detection; in the data active = inhibition above about 16%, passing the limit was not always enough; inconclusive = no clear call, values can overlap the other calls; note: strong numbers were not always called active
# C2C12 statin: suppressors of simvastatin-induced myotoxicity in C2C12 myotubes | ATP luminescence, 48 h; scaled: DMSO 0, geranylgeraniol control 100 | AID 602340 | hit rate 0.78% among 330,000 | rescue of ATP level, % at 7.49 µM;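 active = mean ATP rescue above about 67%, or every replicate alone reaching that limit, limit read from the data, passing the limit was not always enough; inconclusive = no clear call, values can overlap the other calls; inactive = mean under the limit and some replicate under it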;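 note: myotubes were challenged with 10 µM simvastatin during compound exposure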
# DENV2 CPE: inhibitors of DENV2 cytopathic effect; DENV2-infected cells, cytopathic effect rescue, plate reader; AID 651640; hit rate 1.7% among 350,000; CPE inhibition, % at 9.99 µM; in the data active = CPE inhibition above about 20%, passing the limit was not always enough; inconclusive = no clear call, values can overlap the other calls; tested in BHK-21 cells;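 note: 0% = median of neutral control wells and 100% = median of positive control wells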
# E-selectin induc: E-selectin induction on HUVECs; HUVEC E-selectin immunofluorescence imaging; normalized: neutral wells 0, TNF-alpha wells 100; P16581; activation, % at 7.58 µM; hit rate 0.37% among 260,000;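 active = mean E-selectin-positive cell signal at least 10% of the positive control, reached in at least 60% of replicates, without over 20% cell loss; inconclusive = no rule given, readout overlaps actives, possibly toxicity-flagged; inactive = the rest, including those meeting only one limit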;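 note: in these data hits start at about 27%; measured in HUVEC primary endothelial cells; signal is the percent of cells scored E-selectin positive by PE staining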
# Target sequence (P16581 whole entry, looked up): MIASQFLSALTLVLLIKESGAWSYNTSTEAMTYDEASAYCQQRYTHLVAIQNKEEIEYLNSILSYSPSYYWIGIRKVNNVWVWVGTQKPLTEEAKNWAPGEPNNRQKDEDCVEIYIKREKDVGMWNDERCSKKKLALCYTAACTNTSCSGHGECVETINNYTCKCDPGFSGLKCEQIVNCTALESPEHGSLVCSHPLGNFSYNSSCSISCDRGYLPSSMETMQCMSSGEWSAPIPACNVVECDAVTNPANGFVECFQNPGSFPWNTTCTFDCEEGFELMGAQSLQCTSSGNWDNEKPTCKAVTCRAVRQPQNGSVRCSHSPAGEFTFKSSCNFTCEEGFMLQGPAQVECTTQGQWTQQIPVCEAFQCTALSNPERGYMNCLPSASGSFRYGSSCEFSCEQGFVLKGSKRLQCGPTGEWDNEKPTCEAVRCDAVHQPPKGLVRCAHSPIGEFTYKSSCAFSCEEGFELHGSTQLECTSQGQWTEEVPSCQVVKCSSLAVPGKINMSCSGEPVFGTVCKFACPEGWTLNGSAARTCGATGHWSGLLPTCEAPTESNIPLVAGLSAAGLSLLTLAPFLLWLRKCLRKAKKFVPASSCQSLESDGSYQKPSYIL
#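 Material: HUVEC primary endothelial cells; Amount: 3,000 cells per well; Dosing: single concentration; Medium: EGM-2 growth medium on 0.1% gelatin-coated wells; Read-out basis: percent E-selectin-positive cells; Signal: immunofluorescence imaging; Control set: TNF-alpha, DMSO.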
# ERp5 inh: blocks human ERp5 reductase activity on insulin; ERp5 insulin aggregation, absorbance 650 nm, 90 min; inhibition, % at 9.99 µM; hit rate 0.05% among 350,000; AID 651711;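 active = mean replicate inhibition above about 25%, with every replicate also reaching it, limit read from the data, passing the limit was not always enough; inconclusive = only one of those two criteria met; inactive = neither criterion met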
# Active calls of the source: *; ? = inconclusive; / = not tested or not shown.
no.	molecule	SIRT5 block	S100A4 inh HTS	PglD DTNB	C2C12 statin
1	O=C(NCC1CC1)[C@H]1[C@H](CO)[C@H]2Cn3c(ccc(-c4cncnc4)c3=O)[C@H]2N1C(=O)NC1CCCC1	-30	3	0	11
2	O=C(C[C@@H]1CC[C@H](NC(=O)Nc2ccccc2F)[C@H](CO)O1)NCc1ccc(Cl)cc1	5	24	-4	2
3	COC(C(=O)Nc1ccnn1C1CCN(Cc2ccc(C)s2)CC1)c1ccccc1 (configuration not stated)	-3	-4	12	0
4	COc1ccc(CCNC(=O)c2cc(S(=O)(=O)N3CCOCC3)ccc2N2CCCC2)cc1OC	-2	-3	-3	8
5	CC(C)NC(=O)N(C)C[C@@H]1OCCCC[C@@H](C)Oc2ccc(NS(=O)(=O)c3ccccc3)cc2C(=O)N([C@@H](C)CO)C[C@@H]1C	-2	27	-3	/
6	O=C(NCC(O)CN1CCOCC1)c1ccc([N+](=O)[O-])cc1 (configuration not stated)	-7	11	/	/
7	CCc1nnc(NC(=O)c2ccc(COc3ccccc3Cl)o2)s1	-4	12	3	1
8	COc1ccc(C#Cc2ccc([C@@H]3[C@H]4CN(C(=O)Nc5ccc(F)cc5)CCCCN4[C@H]3CO)cc2)cc1	10	-2	-1	/
9	CC1SC(C)C(=O)N(CC(=O)NC2CCCCC2)C1=O (configuration not stated)	1	-3	-1	-3
10	Cc1ccc(C)c2[nH]c(=O)c(CN(Cc3cccnc3)C(=S)NCc3ccco3)cc12	-2	1	/	/
11	O=C([C@H]1O[C@@H](n2ccc(=O)[nH]c2=O)[C@H](O)[C@@H]1O)N1CCC(F)(F)CC1	-3	1	-1	-5
12	N#Cc1ccc(OCC(=O)Nc2ccc3[nH]c(=O)[nH]c3c2)cc1	13	-8	2	16

no.	DENV2 CPE	E-selectin induc	ERp5 inh
1	0	-0.5	-1
2	0	-0.4	-1
3	5	/	5
4	8	3.2	-16
5	1	0.2	4
6	0	/	-10
7	8	0.7	6
8	-13	-0.3	0
9	-2	-1.7	-2
10	2	-1.7	-1
11	-1	5.4	6
12	1	0.0	5

# (more compounds)
no.	molecule	SIRT5 block	S100A4 inh HTS	PglD DTNB	C2C12 statin
13	COc1ccc(/C(C)=N/NC(=S)Nc2cc(C)ccc2C)cc1	-4	3	/	/
14	CC(=O)NC(CC(=O)O)c1ccc(F)cc1 (configuration not stated)	3	-5	/	/
15	COc1cc(OC)c2ccc(=O)oc2c1C(CC(=O)N1CCCC(C)C1)c1ccc2c(c1)OCO2 (configuration not stated)	0	0	-1	-32
16	CCOc1ccc(CC(=O)NCC2(N3CCCCC3)CCCCC2)cc1	0	-52	/	/
17	COc1ccc(CNS(=O)(=O)CCNCc2ccco2)cc1	-5	0	-3	-1
18	Cc1ccc(NC(=O)c2ccc(Cn3cc(Br)cn3)o2)cc1	/	/	-176	-9
19	CCCNC(=O)[C@@H]1[C@@H](CO)[C@@H]2Cn3c(ccc(-c4ccccc4F)c3=O)[C@@H]2N1CC1CC1	-1	3	-3	-23
20	CCCCCn1c(N2CCCC2)nc2c1c(=O)n(C)c(=O)n2C	-5	-4	-2	2
21	Cc1noc(C)c1S(=O)(=O)N(C)C[C@H]1OCCCC[C@@H](C)Oc2ccc(NS(=O)(=O)c3ccc(Cl)cc3)cc2C(=O)N([C@@H](C)CO)C[C@@H]1C	-1	4	-2	/
22	COc1ccc(NC(=O)/C=C/c2c(Cl)nc3ccccn23)cc1	-1	-9	/	/
23	CC(C)(NC(=O)c1ccccc1)c1nc2ccccc2s1	/	3	3	-8
24	CC1CCCCC1NC(=O)COc1ccccc1C#N (configuration not stated)	6	0	-2	-2

no.	DENV2 CPE	E-selectin induc	ERp5 inh
13	/	/	-3
14	9	-1.5	3
15	-4	-0.1	8
16	-2	1.4	8
17	-22	0.0	7
18	/	-1.4	/
19	-1	-0.3	1
20	2	/	-1
21	31*	0.4	-3
22	5	/	1
23	109*	0.1	4
24	0	/	2

# (more compounds)
no.	molecule	SIRT5 block	S100A4 inh HTS	PglD DTNB	C2C12 statin
25	CC(=O)c1ccc(N2CCN(C(=O)c3cc(S(=O)(=O)N4CCOCC4)ccc3C)CC2)cc1	2	2	-7	5
26	CC(C)NC(=O)Nc1ccc2c(c1)C(=O)N([C@H](C)CO)C[C@@H](C)[C@H](CN(C)Cc1ccccc1)O2	-4	-4	-5	-28
27	COc1ccc(S(=O)(=O)Nc2ccc3c(c2)[C@@H]2C[C@@H](CC(=O)O)O[C@H](CO)[C@@H]2O3)cc1	-3	2	-5	-2
28	CCN1[C@@H]2Cn3c(cccc3=O)[C@H]1[C@@H](C(=O)NC1Cc3ccccc3C1)[C@@H]2CO	-4	/	/	-10
29	O=C(Nc1ccc2nc3n(c(=O)c2c1)CCCC3)c1cccnc1Cl	/	-2	0	-13
30	Fc1ccccc1NC(=S)NNc1ncc(C(F)(F)F)cc1Cl	3	5	5	/
31	O=C1[C@H](c2ccccc2)[C@@H](c2ccccc2)N1c1ccncc1	0	-4	-1	-4
32	Cc1ccc2c(c1)sc(=NC(=O)c1cccs1)n2C	-7	2	/	/
33	C[C@@H]1CN([C@@H](C)CO)C(=O)c2cc(NC(=O)c3ccncc3)ccc2O[C@@H](C)CCCCO[C@H]1CN(C)Cc1ccc(C(=O)O)cc1	1	2	0	/
34	CCc1c(C)[nH]c(C(=O)OCc2ccccc2)c1C	-2	6	2	/
35	COc1ccc([C@H]2CC(=O)C=C(c3ccc(CO)cc3)C2)cc1	/	-3	-2	14
36	C[C@@H]1CN([C@@H](C)CO)S(=O)(=O)c2ccc(-c3cncnc3)cc2O[C@H]1CN(C)Cc1cncnc1	-2	-3	-6	-8

no.	DENV2 CPE	E-selectin induc	ERp5 inh
25	2	/	-10
26	43*	-0.5	-5
27	-3	-0.4	9
28	1	0.0	/
29	-10	-0.2	0
30	/	/	-13
31	-11	/	-2
32	/	/	7
33	-2	-0.3	7
34	16	/	-2
35	5	/	-6
36	-5	0.3	-7

# Remaining list, next part:
no.	molecule	SIRT5 block	S100A4 inh HTS	PglD DTNB	C2C12 statin
37	COc1ccc2c3c([nH]c2c1)[C@H](CO)N(C(=O)CN(C)C)CC31CN(C(=O)c2cccnc2)C1	/	14	/	/
38	COc1cc(/C(C)=N/NC(=O)C(O)(c2ccccc2)c2ccccc2)ccc1O	-5	1	/	/
39	CC1CCCCN1S(=O)(=O)c1ccc2[nH]c(=O)cc(C(=O)NCCCN3CCCCCC3)c2c1 (configuration not stated)	7	-5	-4	10
40	OC1(c2ccc(OC(F)F)cc2)CSC(=Nc2cccnc2)N1Cc1ccco1 (configuration not stated)	0	-6	/	/
41	Cc1ccc(N2CCCC2=O)cc1S(=O)(=O)N1CCOCC1	-2	1	-4	-2
42	Cc1noc(C)c1NC(=O)N[C@@H]1CC[C@H](CC(=O)N2CCCCC2)O[C@H]1CO	2	-7	3	2
43	O=C(NCCCN1CCOCC1)C(=O)NCC1OCCN1S(=O)(=O)c1ccc(F)cc1 (configuration not stated)	2	0	-1	13
44	C[C@@H]1CCCCO[C@H](CN(C)S(C)(=O)=O)[C@H](C)CN([C@@H](C)CO)C(=O)c2cc(NS(C)(=O)=O)ccc2O1	/	/	3	/
45	O=C(COc1ccc(Br)cc1Cl)N1CCN(c2ccccn2)CC1	-4	0	-3	4
46	Cc1ccc(S(=O)(=O)Nc2ccccc2C(O)c2ccccc2)cc1 (configuration not stated)	-3	-5	1	2
47	COc1ccc(NC(=O)Nc2ccc(C)cc2Br)c(OC)c1	-6	-3	-6	-10
48	COc1cccc(-c2ccc3n(c2=O)C[C@@H]2[C@@H](CO)[C@H](C(=O)N4CCCCC4)N(C)[C@H]32)c1	-2	-10	-3	-15

no.	DENV2 CPE	E-selectin induc	ERp5 inh
37	1	-0.1	-5
38	1	/	2
39	-2	/	8
40	7	/	-2
41	1	-0.1	-1
42	-2	-0.1	-2
43	4	-2.8	8
44	?	-0.2	/
45	-10	-0.3	-5
46	2	-0.4	-2
47	6	/	-1
48	-1	-0.1	-5

# More entries follow:
no.	molecule	SIRT5 block	S100A4 inh HTS	PglD DTNB	C2C12 statin
49	S=c1[nH]nc(-c2ccc(Cl)cc2Cl)n1-c1ccc(Cl)cc1	0	-4	3	-3
50	O=C(/C=C/c1ccc2c(c1)S(=O)(=O)N(Cc1ccccc1)[C@H]2CC(=O)N1CCOCC1)N1CCOCC1	/	1	-2	-1
51	C[C@@H]1CN([C@@H](C)CO)C(=O)c2cc(NS(=O)(=O)c3cn(C)cn3)ccc2O[C@@H]1CN(C)C(=O)NC1CCCCC1	1	13	1	14
52	CCCNC(=O)[C@@H]1[C@@H](CO)[C@@H]2Cn3c(ccc(-c4ccc(OC)cc4)c3=O)[C@H]1N2CC	-42	3	/	/
53	CO[C@@H]1CN(C)C(=O)c2cc(NS(=O)(=O)CC(F)(F)F)ccc2OC[C@@H](C)N(CC2CCCCC2)C[C@@H]1C	5	-11	1	0
54	CCN1C(=S)N[C@@H](CCc2ccccc2)C(C(=O)OC)=C1C	/	-3	-3	-3
55	Cc1c(C(=O)N(C)CCC#N)oc2ccc(S(=O)(=O)N3CCOCC3)cc12	-1	2	-3	2
56	O=C(NCC[C@H]1CC[C@H](NS(=O)(=O)c2ccc(F)cc2)[C@@H](CO)O1)c1ccccc1F	0	4	/	/
57	O=C(CN1CCCCC1)Nc1ccccc1-c1ccccc1	-3	4	6	10
58	C[C@@H]1CN([C@@H](C)CO)C(=O)c2c(c3ccccc3n2C)-c2ccccc2CO[C@@H]1CN(C)C(=O)Nc1ccc2c(c1)OCO2	4	-28	-1	10
59	C[C@@H]1CN([C@H](C)CO)C(=O)CCCn2cc(nn2)CO[C@@H]1CN(C)S(=O)(=O)c1ccc(Oc2ccccc2)nc1	2	-20	/	/
60	CCN1C(=O)[C@H]2[C@@H](c3ccc(Cl)cc3)N3C(=O)CN(CC4CC4)C(=O)[C@@]3(Cc3ccccc3)[C@H]2C1=O	/	0	-3	0

no.	DENV2 CPE	E-selectin induc	ERp5 inh
49	0	/	0
50	-16	-0.1	5
51	4	-0.1	6
52	5	0.3	-1
53	0	-0.1	1
54	-8	0.2	0
55	5	/	7
56	17	-0.4	1
57	-3	/	-5
58	?	-0.3	-4
59	-3	0.9	3
60	-10	0.0	3

# Full records as entered above. Order of screens: SIRT5 block	S100A4 inh HTS	PglD DTNB	C2C12 statin	DENV2 CPE	E-selectin induc	ERp5 inh
# Results for O=C(NCC[C@H]1CC[C@H](NS(=O)(=O)c2ccc(F)cc2)[C@@H](CO)O1)c1ccccc1F → 0	4	/	/	17	-0.4	1
# Results for CCN1C(=S)N[C@@H](CCc2ccccc2)C(C(=O)OC)=C1C → /	-3	-3	-3	-8	0.2	0
# Results for C[C@@H]1CN([C@@H](C)CO)C(=O)c2cc(NS(=O)(=O)c3cn(C)cn3)ccc2O[C@@H]1CN(C)C(=O)NC1CCCCC1 → 1	13	1	14	4	-0.1	6
# Results for C[C@@H]1CN([C@@H](C)CO)C(=O)c2c(c3ccccc3n2C)-c2ccccc2CO[C@@H]1CN(C)C(=O)Nc1ccc2c(c1)OCO2 → 4	-28	-1	10	?	-0.3	-4
# Results for CCN1C(=O)[C@H]2[C@@H](c3ccc(Cl)cc3)N3C(=O)CN(CC4CC4)C(=O)[C@@]3(Cc3ccccc3)[C@H]2C1=O → /	0	-3	0	-10	0.0	3

# An excerpt; rates above refer to the full screens.
